GCN5L2 inh: qHTS Assay for Inhibitors of GCN5L2 | Potency, µM (doses to about 58.9 µM), for the others: at the top dose activity change, negative = inhibition, most hits filed as inhibitors | hit rate 0.21% among 390,000 | AID 504327, 2011 | GCN5L2 HAT assay, ThioGlo1 CoA-SH fluorescence
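Preincubate 20nM GCN5L2 with compound 15 min, RT → add 50uM ThioGlo1 + 75uM H3(1-25) + 70uM acetyl-CoA → read fluorescence 0 and 20 min. Primary qHTS; fluorescent artifacts likely.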
N370S GC: qHTS Assay for Inhibitors and Activators of N370S glucocerebrosidase as a Potential Chaperone Treatment of Gaucher Disease; Lysosomal acid glucosylceramidase (Homo sapiens), P04062; N370S GC spleen homogenate, 4MU-glucoside fluorescence; Potency, µM (titrated, usually from 59.4 µM), without a hit: top-dose activity change, negative = inhibition, most hits filed as inhibitors; hit rate 0.092% among 330,000; AID 2101, 2009;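 further: 0% = full enzyme activity and -100% = no enzyme basal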
FEN1 inhibitor: qHTS Assay for the Inhibitors of Human Flap endonuclease 1 (FEN1); P39748; Recombinant FEN1 flap cleavage, fluorescence, 15 min; Potency, µM (titrated, usually from 114 µM), inactives show at the highest dose activity change, negative = inhibition, actives largely listed as inhibitors; hit rate 0.35% among 390,000; AID 588795, 2011; further: nearly all actives have a fitted effect of over 65% in size
Target sequence (P39748 whole entry, looked up): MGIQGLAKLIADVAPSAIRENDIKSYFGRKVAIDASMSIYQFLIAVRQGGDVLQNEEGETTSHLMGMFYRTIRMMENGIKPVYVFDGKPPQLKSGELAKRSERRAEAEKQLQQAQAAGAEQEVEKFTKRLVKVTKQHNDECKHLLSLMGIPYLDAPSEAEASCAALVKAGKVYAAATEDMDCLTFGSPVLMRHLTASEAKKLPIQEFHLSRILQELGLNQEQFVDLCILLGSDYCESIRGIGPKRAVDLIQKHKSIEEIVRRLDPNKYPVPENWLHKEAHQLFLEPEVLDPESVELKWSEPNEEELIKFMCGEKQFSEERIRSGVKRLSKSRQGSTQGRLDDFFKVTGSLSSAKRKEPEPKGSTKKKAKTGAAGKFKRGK
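Compounds are tested as a concentration series against 10 nM FEN1; after a 15 min room-temperature preincubation, 50 nM substrate starts cleavage, with plate reads at 0 and 15 min. Normalized responses are fitted by a Hill equation.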
* hit, by the source's call; ? = inconclusive; . = no result given; & = joins results of further samples; [ ] = remark or other dose. The call rests on the fitted dose curve; in most records, active means well fitted curve in the direction sought with a large enough effect; inconclusive means small, poorly fitted or top-dose-only effect, or another doubt; inactive means no such curve, though single readings can be large; an effect the other way counts as inactive or inconclusive. Unless noted, on the % scale 0 is the no-effect control and ±100 the full control effect; potency means the concentration at half of the fitted maximal effect.

1	Cc1ccc(-c2csc3nc(SCC(N)=O)n(Cc4ccccc4)c(=O)c23)cc1
2	C=CCOc1ccc(CNc2ccc3[nH]c(=O)[nH]c3c2)cc1OC
3	COc1ccc(S(=O)(=O)N(C)C[C@H]2Oc3ccc(NC(=O)Nc4c(C)noc4C)cc3C(=O)N([C@H](C)CO)C[C@@H]2C)cc1
4	COC(=O)C1=C(C)N(Cc2ccc(OC)cc2)C(=O)/C1=C\c1ccco1
5	O=c1[nH]ccc2c(S(=O)(=O)N3CCCNCC3)cccc12
6	COC(=O)c1ccc(Cl)cc1NC(=O)NCCc1c(C)nn(C)c1C
screen / no.,1,2,3,4,5,6
GCN5L2 inh,-3%,-2%,-7%,?,-10%&-3%,20%
FEN1 inhibitor,0%,?,20%,6%,.,2%
N370S GC,7%,-10%,.,10%,-9%&-4%,.

7	CCCNC(=S)Nc1ccccc1
8	Nc1nonc1C(=O)NCCNCc1cccc(Cl)c1Cl
9	O=S(=O)(NC1CC1)c1ccc(F)c(F)c1
10	CCN1CCN(S(=O)(=O)c2ccc(C(C)(C)C)cc2)CC1
11	OCCCN=C1CCCc2c1[nH]c1ccc(Cl)cc21
12	O=C(c1cnccn1)N(Cc1cccs1)C1(C(=O)NC2CCCCC2)CCCCC1
screen / no.,7,8,9,10,11,12
GCN5L2 inh,-6%,-1%,1%,-2%,-2%,1%
FEN1 inhibitor,-10%,19%,-1%,4%,-13%,-5%
N370S GC,-1%,.,-7%,4%,-1%,?

13	O=C(CSc1nc2nccnc2c(=O)n1Cc1cccs1)Nc1ccccc1
14	O=C(Nc1cc(C(F)(F)F)ccc1N1CCOCC1)c1cnccn1
15	O=C(O)CCNc1ccc(NCCC(=O)O)c2c1C(=O)c1ccccc1C2=O
16	O=C(Nc1cc(Br)ccc1O)C1CC(c2ccccc2Cl)=NO1 (stereo not drawn)
17	Cc1cc(NC(=O)c2ccccc2-c2ccccc2)ccc1Br
18	COc1ccc(OCc2nnc(SCC(=O)N3CCCc4ccccc43)n2-c2ccc(C)cc2)cc1
screen / no.,13,14,15,16,17,18
GCN5L2 inh,-3%,-32%,-15%,?,-2%,-5%
FEN1 inhibitor,-18%,15%,18µM*,-3%,1%,-7%
N370S GC,1%,-9%,5%,4%,?,-12%

19	CCN1CCN(CCOc2ccc(Br)cc2C)CC1
20	COc1ccc(/C(N)=N/OC(=O)c2ccc(OC)c([N+](=O)[O-])c2)cc1OC
21	O=C(C1CCCN(S(=O)(=O)c2ccc(F)cc2)C1)N(Cc1cccs1)C1CC1 (stereo not drawn)
22	Cc1ccc(N=C(N)N=C(N)N)cc1
23	COc1ccc(C2=NN(C(C)=O)C(c3ccccc3)C2)cc1 (stereo not drawn)
24	COC(=O)c1ccccc1NC(=O)CCCN1C(=O)C(c2ccccc2)Oc2cccnc21 (stereo not drawn)
screen / no.,19,20,21,22,23,24
GCN5L2 inh,1%,1%,-1%,-20%,-6%,-8%&-6%
FEN1 inhibitor,-3%,0%,-2%,0%,5%,5%&-19%
N370S GC,-2%,13%,5%,-2%,-2%,3%

Among those listed so far, 3 contain an aryl thioether with sulfur outside any ring:
1	Cc1ccc(-c2csc3nc(SCC(N)=O)n(Cc4ccccc4)c(=O)c23)cc1
13	O=C(CSc1nc2nccnc2c(=O)n1Cc1cccs1)Nc1ccccc1
18	COc1ccc(OCc2nnc(SCC(=O)N3CCCc4ccccc43)n2-c2ccc(C)cc2)cc1
screen / no.,1,13,18
GCN5L2 inh,-3%,-3%,-5%
FEN1 inhibitor,0%,-18%,-7%
N370S GC,7%,1%,-12%

More records follow:
25	OC(CN1CCOCC1)C12CC3CC(CC(C3)C1)C2 (stereo not drawn)
26	CCn1cc(C(=O)NCCCN(CC(C)C)CC(C)C)c(=O)c2cc(S(=O)(=O)N3CCOCC3)ccc21
27	CC(C)Cc1nnc(NS(=O)(=O)c2ccc(Cl)cc2)s1
28	CCCC(=O)Nc1ccc(-c2csc(NNC(C)=O)n2)cc1
29	CCCSc1nc(N2CCOCC2)c2c(c1C#N)CC(C)(C)SC2
30	Cc1[nH]c2ccccc2c1SCCNC(=O)c1ccccc1F
screen / no.,25,26,27,28,29,30
GCN5L2 inh,-12%,-2%,-3%,-2%,-6%,-2%
FEN1 inhibitor,-2%,9%,-5%,9%,2%,-21%
N370S GC,-29%,-9%,3%,-1%,9%,.

31	CC(C)C(C(=O)Nc1ccc2c(c1)OCCO2)N1C(=O)c2ccccc2C1=O (stereo not drawn)
32	COc1ccc(NS(=O)(=O)c2cccc(C(=O)NNC(=O)c3ccc(NC(C)=O)cc3)c2)cc1
33	CCOC(=O)C(CC)n1nc(C)n2c(cc3occc32)c1=O (stereo not drawn)
34	CCn1c(NCc2ccco2)nc2ccccc21
35	Cc1ccc(-c2cc(C(=O)N3CCOCC3)c3ccccc3n2)cc1
36	CCC1CN(C(=O)Nc2cccc3c2CCCC3)c2ccccc2O1 (stereo not drawn)
screen / no.,31,32,33,34,35,36
GCN5L2 inh,-1%,-5%,0%&2%,-11%,-10%,-5%
FEN1 inhibitor,-21%,-7%,5%&4%,7%,-14%,3%
N370S GC,12%,-5%,-1%,5%,3%,.

37	O=C1OC(c2cccc([N+](=O)[O-])c2)C2(CCCC2)C(=O)C12CCCCC2 (stereo not drawn)
38	Cc1ccc(NC(=O)Cn2nc(-c3ccncc3)ccc2=O)cc1Cl
39	Oc1ccc(/C=N/n2cc(-c3ccccc3)[nH]c2=S)cc1
40	CC(CS(=O)(=O)c1cccc2cccnc12)N1CCCCC1 (stereo not drawn)
41	COc1ccc(-c2cc3nc4n(c(=O)c3s2)CCC4)cc1
42	CC(C)c1ccc(Nc2c(-c3ccsc3)nc3ccc(Cl)cn23)cc1
screen / no.,37,38,39,40,41,42
GCN5L2 inh,-14%,-2%,-8%,-9%,-11%,-6%
FEN1 inhibitor,5%,3%,-20%,-7%,-1%,14%
N370S GC,5%,.,-13%,-7%,1%,.

43	CCOC(=O)/C(Sc1nc(-c2ccccc2)cc(-c2ccccc2)c1C#N)=C(\C)O
44	CCc1ccc(C(=O)NNC(=O)CN2C(=O)NC(CC)(c3ccccc3)C2=O)cc1 (stereo not drawn)
45	CCOc1ccccc1NS(=O)(=O)c1cnc(N)nc1
46	CC1CN(S(=O)(=O)c2ccc(C(=O)N3c4ccccc4CC3C)cc2)CC(C)O1 (stereo not drawn)
47	O=c1oc2ccc3ccccc3c2cc1-c1nnc(-c2ccccc2)o1
48	CN(C)CCCO[C@@H]1[C@H]2OC(C)(C)O[C@H]2O[C@@H]1[C@H](O)CO
screen / no.,43,44,45,46,47,48
GCN5L2 inh,?,?,4%,-10%,-23%,1%&0%
FEN1 inhibitor,9%,1%,19%,8%,-13%,?
N370S GC,-6%,-9%,.,.,?,-22%

49	COc1cc(C(=O)N2CCCN(c3nc4cc(C)ccc4cc3C#N)CC2)cc(OC)c1OC
50	COc1cccc(CN2CC(C(=O)NCc3cccc(N4CCCC4)c3)CCC2=O)c1 (stereo not drawn)
51	COc1ccccc1CNC(=O)CN1C(=O)CCCc2ccccc21
52	C/C(=C\c1ccccc1F)C1Nc2cccc3cccc(c23)N1
53	COc1cc(CNC(=O)c2cnc(SC)nc2-c2ccccc2)cc(OC)c1OC
54	CC1CC(C)CN(CCOc2cccc3ccccc23)C1 (stereo not drawn)
screen / no.,49,50,51,52,53,54
GCN5L2 inh,-8%,1%,-2%,?,-2%,-13%
FEN1 inhibitor,-19%,1%,-6%,-10%,-2%,-15%
N370S GC,12%,-4%,.,.,.,-10%

55	COc1cccc2cc(C(=O)N3CCN(c4ccccc4F)CC3)c(=O)oc12
56	O=C(Nc1ccc(S(=O)(=O)Nc2nccs2)cc1)c1cc(-c2ccccc2Cl)nc2ccccc12
57	COc1ccc(/C(C)=N/NC(=S)NCCc2ccccc2)cc1
58	S=C(Nc1ccccc1)Nc1ccc(OCc2ccc(Cl)cc2Cl)cc1
59	COc1cc(C(=O)Nc2cccc(-c3nc4ncccc4o3)c2C)cc(OC)c1OC
60	COC(=O)c1cc(OC)c(OC)cc1NC(=O)CSc1nnnn1Cc1ccccc1
screen / no.,55,56,57,58,59,60
GCN5L2 inh,-4%[0.501 µM],-7%,-17%,-1%,0%,1%
FEN1 inhibitor,-11%,-17%,-18%,-3%,6%,-4%
N370S GC,2%,-7%,?,0%,-21%,8%

Some of these compounds in order of their number in N370S GC, highest first:
no.	SMILES	GCN5L2 inh	N370S GC
19	CCN1CCN(CCOc2ccc(Br)cc2C)CC1	1%	-2%
2	C=CCOc1ccc(CNc2ccc3[nH]c(=O)[nH]c3c2)cc1OC	-2%	-10%
48	CN(C)CCCO[C@@H]1[C@H]2OC(C)(C)O[C@H]2O[C@@H]1[C@H](O)CO	1%&0%	-22%

New compounds follow.
61	COc1cc(CO)cc(Br)c1OCC(=O)Nc1cccc2ccccc12
62	O=c1ccn(CCCBr)c(=O)[nH]1
63	O=C(CSCc1ccc(Cl)cc1)Nc1ccccc1O
64	O=C(O)c1nsc(Cl)c1Cl
65	CC(=O)Nc1ccc(S(=O)(=O)Oc2ccc(/C=N/N=C3/NC(=O)C(CC(=O)O)S3)cc2)cc1 (stereo not drawn)
66	Cn1cnc([N+](=O)[O-])c1C(=O)Nc1cccc([N+](=O)[O-])c1
screen / no.,61,62,63,64,65,66
GCN5L2 inh,-2%,-2%,2%,-4%,-6%,?
FEN1 inhibitor,-4%,4%,1%,0%,4%,0%
N370S GC,-24%,-1%,0%,-11%,-1%,-4%

67	CC(C(=O)O)c1ccc(C(=O)c2ccccc2)s1 (stereo not drawn)
68	CCOc1ccccc1NC(=O)COC(=O)/C=C/c1ccc(OC)c(OC)c1
69	COc1ccc(/C=C(\C#N)C(=O)NCC(c2ccc(F)cc2)N2CCOCC2)cc1 (stereo not drawn)
70	O=C(NCCN1CCNC1=O)C1CCC(=O)N(Cc2cccc(C(F)(F)F)c2)C1 (stereo not drawn)
71	CCCOC(=O)C1[C@H]2C(=O)N(C(C)c3ccc(OC)cc3)C[C@]23C=C[C@H]1O3 (stereo partly drawn)
72	CCOC(=O)N1CCN(Cc2nc3cc(NC(=O)CC(C)C)ccc3n2CC)CC1
screen / no.,67,68,69,70,71,72
GCN5L2 inh,-4%,1%,6%,1%,-2%,-25%
FEN1 inhibitor,12%,-8%,2%,19%,-9%,1%
N370S GC,-1%,-2%,-18%,-4%,10%,4%

73	CCOc1ccccc1OCCCC(=O)N(CC)CC(=O)Nc1ccc(NC(C)=O)cc1
74	O=C(CCN1CCN(c2ccccc2)CC1)Nc1ccc(OCc2ccccc2)cc1
75	O=C(CN1CCN(C(=O)c2ccco2)CC1)Nc1cc(Cl)ccc1Cl
76	COc1ccc(/C=C/C(=O)Nc2cc(C(F)(F)F)ccc2Cl)cc1
77	COCCNC(=S)NC1CC2CCCC(C1)N2Cc1cccs1 (stereo not drawn)
78	COCCn1c(-c2ccc(OC)c(OC)c2)nc2ccccc21
screen / no.,73,74,75,76,77,78
GCN5L2 inh,2%,-24%[0.501 µM],-2%,-5%,-10%,-9%
FEN1 inhibitor,-5%,2%,-9%,-4%,-3%,-3%
N370S GC,-11%,-2%,11%,-2%,-7%,-2%

79	CC(C(=O)Nc1ccccc1-c1ccccc1)N1CCOCC1 (stereo not drawn)
80	COc1ccccc1CNC(=O)COC(=O)CNS(=O)(=O)c1ccc(NC(C)=O)cc1
81	CCc1ccccc1NC(=S)/N=C(\N)Nc1nc(C)c2cc(C)ccc2n1
82	CCOc1cc(C(=O)NCCN2CCOCC2)cc(OCC)c1OCC
83	O=C(NCCc1ccccc1)c1ccc(CS(=O)(=O)c2ccc(Br)cc2)o1
84	O=C(CCCN1C(=O)/C(=C\c2cccs2)SC1=S)Nc1ccc(C(=O)O)cc1
screen / no.,79,80,81,82,83,84
GCN5L2 inh,3%,0%,-20%,-2%,-7%&-8%,-10%
FEN1 inhibitor,4%,1%,?,7%,8%&-15%,-6%
N370S GC,1%,.,5%,4%,3%,-1%

85	COc1ccc(N2CCCn3c2nc2c3c(=O)n(Cc3ccc(C)cc3)c(=O)n2C)c(OC)c1
86	Cc1cc(NC(=O)C2CCN(S(=O)(=O)c3ccc(Br)s3)CC2)ccc1Br
87	Nc1nnc(SCc2ccc(F)cc2Cl)s1
88	COc1ccc(S(=O)(=O)Nc2ccc(Cl)cn2)c(C)c1C
89	CCCc1cc(-c2ccc3c(c2)COc2c4ccccc4nn2-3)on1
90	CCOC(=O)C1CCCN(C(=O)Cn2ncc3c4ccccc4n(C)c3c2=O)C1 (stereo not drawn)
91	CN(C)C(=S)Oc1ccccc1-c1ccccc1OC(=S)N(C)C
screen / no.,85,86,87,88,89,90,91
GCN5L2 inh,-4%,-12%,-6%,?,?,-4%,-4%
FEN1 inhibitor,-9%,-11%,3%,-9%,9%,15%,-16%
N370S GC,3%,.,-1%,10%,12%,.,-1%
